Source: PubChem (several laboratories)
CRFBP-R2 block: antagonists of CRF-binding protein/CRF-R2 receptor complex | AID 588475 | actives 0.59% (n = 350,000) | HEK293 CRF-R2/CRF-BP, CRF-induced calcium fluorescence | inhibition, % at 11.8 µM;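 active means inhibition of the ligand-induced calcium signal above about 50% at the single tested concentration, limit read from the data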
GalR3 antag: human GalR3 antagonism. O60755. HEK293 GalR3-CNG cAMP membrane potential fluorescence; galR3 body fused to GalR1 C-terminus. inhibition, % at 3 µM. actives 0.44% (n = 360,000);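 active means inhibition above the screen-wide average plus 3 SD, cut at about 13% in these data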;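 further: forskolin and galanin both at EC90 stimulate the cells; cAMP rise reported by CNG channel membrane potential dye signal; 0% = forskolin plus galanin with DMSO and 100% = forskolin alone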
Target sequence (O60755 1-299 limits assumed): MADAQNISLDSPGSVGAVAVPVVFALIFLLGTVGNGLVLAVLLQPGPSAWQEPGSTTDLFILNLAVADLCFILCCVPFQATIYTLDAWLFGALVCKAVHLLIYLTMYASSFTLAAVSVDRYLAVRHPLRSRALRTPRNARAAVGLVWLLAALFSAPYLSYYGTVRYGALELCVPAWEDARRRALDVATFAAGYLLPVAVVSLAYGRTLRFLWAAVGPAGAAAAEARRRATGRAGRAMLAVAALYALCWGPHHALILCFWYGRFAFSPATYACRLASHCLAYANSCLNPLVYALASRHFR
The depositor's hits bear a star. Some of the compounds tested; the hit share may differ from the screen's.

SMILES	CRFBP-R2 block	GalR3 antag
O=C(COC(=O)CNC(=O)c1ccccc1)NC12CC3CC(CC(C3)C1)C2	-3	-6
O=C(c1cc(COc2cccc(C(F)(F)F)c2)on1)N1CCCC1	7	-6
O[C@H]1C[C@H](c2ccc(Cl)cc2)N(CC2CCCCC2)C[C@@H]1n1cc(-c2ccc(F)cc2)nn1	5	-4
COc1ccc(NC(=O)CSc2nnc3n2CCCCC3)cc1S(=O)(=O)N(C)C	14	-5
C[C@@H]1CN([C@@H](C)CO)C(=O)CCCn2nncc2CO[C@H]1CN(C)C(=O)Nc1cccc(Oc2ccccn2)c1	2	-7
O=S(=O)(N=C1C=CC(=NS(=O)(=O)c2ccccc2)c2ccccc21)c1ccccc1	14	2
C[C@H](O)[C@@H]1C(=O)N2CCc3c([nH]c4ccccc34)[C@@H]2C[C@@H]1N(C)C(=O)NC1CCCCC1	-6	-2
CC(=O)Nc1ccc(NC(=O)CSc2nc(=O)n(CCCN3CCOCC3)c3c2CCC3)cc1	21	-7
CC(C)(C)Cc1c(-c2ccccc2)nc2ccc(Br)cn12	-13	-6
COC(=O)NC1CC2C=CC1C1C=CC21 (configuration not stated)	18	-6
CC1CN(S(=O)(=O)c2cccc(C(=O)Nc3ccc(N4CCCCC4)cc3)c2)CC(C)O1 (configuration not stated)	12	-6
O=C(CCNC(=O)N1CC(=O)Nc2ccccc21)NCCc1ccc(Cl)cc1	8	-6
C[C@@H]1CN([C@@H](C)CO)S(=O)(=O)c2ccc(Br)cc2O[C@H]1CN(C)Cc1ccc(-c2ccccc2)cc1	-6	-7
COc1ccc(NC(=O)C[C@H]2C(=O)N(c3ccccc3)C[C@@H]2C)cc1	-9	-5
CC(=O)C1=C(O)C2(C)c3c(O)c(C)c(O)c(C(C)=O)c3OC2CC1=O (configuration not stated)	35	3
CCCCCCN1C[C@@H](n2cc(COC(=O)c3ccccc3)nn2)[C@H](O)C[C@@H]1c1ccc(C)cc1	-7	-5
Cc1cc(C)n2nc(C(=O)OCC(=O)NC3CCS(=O)(=O)C3)nc2n1 (configuration not stated)	13	-9
Cc1ccc(S(=O)(=O)N(C)CC(=O)N(C)CCOc2ccccc2)cc1	5	-5
CS(=O)(=O)N1CCC(C(=O)Nc2ccc(Cl)cc2Cl)CC1	-5	-6
C[C@H](CO)N1C[C@H](C)[C@H](CN(C)C(=O)Nc2ccc3c(c2)OCCO3)OCc2cnnn2CCCC1=O	2	-4
CC#CCOCC1CN(C)C(=O)O1 (configuration not stated)	3	-6
Cc1ccccc1C(=O)NC1CC2CCCC(C1)N2CC(C)C (configuration not stated)	-6	-6
CCc1ccc([C@@H]2C[C@H]3[C@@H](CN2S(=O)(=O)c2ccc(C)cc2)C(=O)C[C@@H](c2ccc(Cl)cc2)N3S(=O)(=O)c2ccccc2C)cc1	-7	-5
CC(c1ccon1)N(C)C(=O)c1cccc(OC2CCN(S(C)(=O)=O)CC2)c1 (configuration not stated)	6	5
O=C1CCN(CCCN2CCC(=O)NC2=S)C(=S)N1	3	-4
CCN1CCN(C(=O)c2cc(COc3ccc(F)c(F)c3)on2)[C@@H](C)C1=O	30	-5
CCCOc1ccc(C(=O)Nc2ccc(N3CCOCC3)cc2N2CCOCC2)cc1OCC	4	-4
Cc1ccc(OCCC(=O)NNC(=O)c2ccncc2)cc1	-21	-3
C[C@H]1CN(c2ccc(Br)cc2)C(=O)[C@@H]1CC(=O)Nc1ccccc1	-5	-2
CCCCc1cc(=O)oc2cc(OC(C)C(=O)NCCN3CCOCC3)ccc12 (configuration not stated)	-17	-7
O=C1NN=C2CCCCCC12 (configuration not stated)	-1	-6
Nn1c(SCC(=O)NC2CCCCCC2)nnc1-c1ccco1	-2	-5
CC1CCCN1c1ccnc2cc(Cl)ccc12 (configuration not stated)	-2	-1
CCN(CC)C(=O)C1=C(C)N(Cc2ccccc2)C(=O)C(CC(=O)NCC2CCCCC2)C1 (configuration not stated)	6	-1
Cc1ccc(S(=O)(=O)N2C[C@]3(O)C[C@@H]4C(=O)N(c5ccccc5)C(=O)[C@@H]4C[C@]3(OC(=O)Nc3c(C)noc3C)C2)cc1	-1	-5
O=C(c1ccccc1)c1ccsc1C(=O)c1ccccc1	28	-5
CC1C(=O)N(Cc2cn(CCC3OCCCO3)nn2)CCS(=O)(=O)N1Cc1ccc(-c2ccc(Cl)c(Cl)c2)cc1 (configuration not stated)	-3	-7
O=C1CC2CCCC(C1)S2=O (configuration not stated)	3	1
Cc1ccc([C@@H]2C[C@H]3[C@@H](CN2S(=O)(=O)c2ccc(C)cc2)C(=O)C[C@@H](c2ccc(C)cc2)N3S(=O)(=O)c2ccc(Cl)cc2)cc1	7	-5
O=C(NCCc1ccc(F)cc1)C1CCC(=O)N(CC2CCCCC2)C1 (configuration not stated)	-10	-1
CC(C)(C)OC(=O)NCCCCCNC(=O)c1ncn2c1c(=O)[nH]c1ccccc12	3	-7
C[C@H]1CN([C@@H](C)CO)C(=O)CCCn2cc(nn2)CO[C@@H]1CN(C)C(=O)Nc1ccc(N2CCCCC2)cc1	3	-7
O=C(O)c1ccc(Cl)c(NC(=O)C2CCN(S(=O)(=O)c3ccc4c(c3)OCCO4)CC2)c1	7	-2
CC1(C)CC(Cc2ccc(C(=O)c3ccccc3)cc2)N(C(=O)OC(C)(C)C)N1 (configuration not stated)	-4	-5
COc1ccc(CN2C(=O)C(CC(=O)NCCCCc3ccccc3)CC(C(=O)N3CCOCC3)=C2C)cc1 (configuration not stated)	-21	-2
CC(C)(c1ccc(O)cc1)c1ccc(O)c(C(=O)O)c1	11	-4
O=C(Nc1oc2ccccc2c(=O)c1-c1ccccc1)c1ccco1	19	10
Cc1cccc(-c2ccc3[nH]c4c(c3c2)CCN2C[C@@H]([C@H](C)O)[C@@H](N(C)C(=O)NC3CCCCC3)C[C@@H]42)c1	-12	-3
O[C@H]1CN(CC2CCCCC2)[C@@H](c2ccc(Cl)cc2)C[C@@H]1n1cc(C2CC2)nn1	2	-10
N#CCCN(C(=O)COC(=O)c1ccc(Cl)nc1)c1ccc2c(c1)OCCO2	-7	-6
O=C(CNC(=O)c1ccc(Br)cc1)OC1CCOC1=O (configuration not stated)	-6	-6
Nc1ccc2c3c(ccc([N+](=O)[O-])c13)CC2	1	-4
C[C@@H]1CN([C@@H](C)CO)C(=O)c2cc(C#Cc3cccc(F)c3)cnc2O[C@H]1CN(C)C(=O)C1CCCCC1	7	-8
C[C@@H]1CN([C@@H](C)CO)S(=O)(=O)c2ccc(Br)cc2O[C@@H]1CN(C)Cc1ccccn1	-7	-4
C[C@@H]1CN([C@@H](C)CO)C(=O)c2cc(NC(=O)C3CCCCC3)ccc2O[C@@H](C)CCCCO[C@H]1CN(C)S(=O)(=O)c1ccc(Cl)cc1	0	-6
O=C(c1ncn2c1c(=O)[nH]c1ccccc12)N1CCc2ccccc2C1	-14	4
COc1ccccc1-c1cc2nc(-c3ccccc3)cc(N3CCN(C(=O)c4ccoc4)CC3)n2n1	-13	-6
C[C@H](CO)N1C[C@H](C)[C@@H](CN(C)S(=O)(=O)c2ccc(Oc3ccccc3)cc2)OCc2cn(nn2)CCCC1=O	0	-6
CCC(=O)N(C)C[C@H]1Oc2ncc(C#Cc3ccncc3)cc2C(=O)N([C@@H](C)CO)C[C@@H]1C	5	-8
Cc1cccc(C)c1NC(=O)CN(C)C(=O)c1ccc(OCc2ccccc2)cc1	4	-2

A few values from the entries so far.
CC1(C)CC(Cc2ccc(C(=O)c3ccccc3)cc2)N(C(=O)OC(C)(C)C)N1 (configuration not stated) in GalR3 antag = -5
C[C@@H]1CN([C@@H](C)CO)C(=O)c2cc(NC(=O)C3CCCCC3)ccc2O[C@@H](C)CCCCO[C@H]1CN(C)S(=O)(=O)c1ccc(Cl)cc1 in CRFBP-R2 block = 0

Next section
SMILES	CRFBP-R2 block	GalR3 antag
CNC(=O)c1ccc2cc(OC)c(OC)cc2c1	13	-3
COc1ccc(C(CNC(=O)c2ccc(OCc3csc(C)n3)cc2)N2CCCC2)cc1 (configuration not stated)	2	-7
C[C@H]1CCCCO[C@H](CN(C)C(=O)Nc2ccc(F)cc2)[C@@H](C)CN([C@@H](C)CO)C(=O)c2cc(NC(=O)Nc3ccc4c(c3)OCO4)ccc2O1	4	-8
Cc1cccc(NC(=O)CSCC(=O)Nc2ccccc2C(=O)N2CCCCC2)c1	-4	-7
COc1cc(C(=O)N2CC(=O)Nc3ccccc32)cc(OC)c1OC	-8	-5
Cc1sc2ncnc(SCC(=O)NC3CCS(=O)(=O)C3)c2c1C (configuration not stated)	-13	-6
O=C1NC(Cc2ccccc2)c2nc3ccccc3c(=O)n2-c2ncccc21 (configuration not stated)	3	-5
Cc1ccc(-c2ccc(CN3C(C(C)C)C(=O)N(Cc4cn(CCC5OCCCO5)nn4)CCS3(=O)=O)cc2)cc1 (configuration not stated)	29	-8
Cc1ccc2c(c1)CO[C@@]21O[C@H](CCO)C[C@H](O)[C@H]1O	-3	-7
CC(=O)N1c2ccc(S(=O)(=O)NCCC(=O)Nc3ccc(Cl)cc3)cc2CC1C (configuration not stated)	-22	-6
C[C@H](CO)N1C[C@H](C)[C@H](CN(C)S(=O)(=O)c2ccc(Cl)cc2)OCc2cnnn2CCCC1=O	-12	-5
CN(C1=NS(=O)(=O)c2ccccc21)c1ccc(OC(=O)c2ccccc2F)cc1	-1	0
Cc1cn([C@H]2C[C@H](O)[C@@H](CNCc3cnc(N4CCOCC4)nc3)O2)c(=O)[nH]c1=O	-7	-5
COc1cc(C(=O)N2CCN(c3cccc(Cl)c3)CC2)ccc1OCC(=O)N1CCOCC1	-10	-8
COc1ncnc2c1ncn2CCCNCCN1CCOCC1	12	3
CCN(CC)C(=O)C1=C(C)N(Cc2ccccc2)C(=O)C(CC(=O)NCc2ccco2)C1 (configuration not stated)	-7	-5
NNC(=O)c1nc2ccccc2s1	2	-5
O=C1NC(Cc2ccc(O)cc2)c2nc3ccc(Br)cc3c(=O)n2-c2ncccc21 (configuration not stated)	-8	-3
COc1cc(-c2nnc(NC(=O)CS(=O)(=O)c3ccc(Cl)cc3)o2)cc(OC)c1OC	11	-5
Cc1ccc(NC(=O)c2nc[nH]c2C(=O)N(C)CCO)cc1	-9	-5
CCCCCC(=O)N1C[C@H](O)[C@@H](n2cc(COC(=O)c3ccccc3)nn2)C[C@@H]1c1ccc(OC)cc1	1	-8
CC(=O)Nc1ccc(S(=O)(=O)N(C)CC(=O)OC(C)C(=O)NC2(C#N)CCCCC2)cc1 (configuration not stated)	2	1
O=C(O)C1C(c2ccccc2)=C1c1ccc(Br)cc1 (configuration not stated)	-7	-5
O=C(NCCc1ccc(Cl)cc1)c1cc(S(=O)(=O)N2CCCC2)ccc1F	4	-2
CC(Oc1ccc(Br)cc1)C(=O)N(Cc1ccccc1)c1c(N)n(Cc2ccccc2)c(=O)[nH]c1=O (configuration not stated)	-2	-4
C[C@@H]1CCCCO[C@H](CN(C)Cc2ccc(Cl)c(Cl)c2)[C@@H](C)CN([C@H](C)CO)C(=O)c2cc(N(C)C)ccc2O1	-7	-4
CCC(CC)c1nnc(NC(=O)CSCc2c(C)noc2C)s1	-24	-4
O=C1C(=Cc2ccccn2)CCc2ccccc21	-1	-5
C[C@@H]1CCCCO[C@H](CN(C)C(=O)Cc2ccccc2)[C@@H](C)CN([C@H](C)CO)C(=O)c2cc(NC(=O)Nc3ccccc3)ccc2O1	-1	2
CNS(=O)(=O)c1ccc(CNC[C@H]2O[C@@H](n3cc(C)c(=O)[nH]c3=O)C[C@@H]2O)cc1	-7	-5
COc1ccccc1CNC(=O)C[C@@H]1C[C@H]2c3cc(NC(=O)c4ccc5c(c4)OCO5)ccc3O[C@H]2[C@@H](CO)O1	17	-6
COc1ccc(/C=C(/NC(=O)c2ccco2)C(=O)NCc2ccco2)cc1	12	-9
Cc1ccc(S(=O)(=O)N2CCN(C(=O)c3ccc(-n4cncn4)c([N+](=O)[O-])c3)CC2)c(C)c1	8	-6

Of the compounds above, these contain an aryl methoxy group:
SMILES	CRFBP-R2 block	GalR3 antag
COc1ccc(NC(=O)CSc2nnc3n2CCCCC3)cc1S(=O)(=O)N(C)C	14	-5
COc1ccc(NC(=O)C[C@H]2C(=O)N(c3ccccc3)C[C@@H]2C)cc1	-9	-5
COc1ccc(CN2C(=O)C(CC(=O)NCCCCc3ccccc3)CC(C(=O)N3CCOCC3)=C2C)cc1 (configuration not stated)	-21	-2
COc1ccccc1-c1cc2nc(-c3ccccc3)cc(N3CCN(C(=O)c4ccoc4)CC3)n2n1	-13	-6
CNC(=O)c1ccc2cc(OC)c(OC)cc2c1	13	-3
COc1ccc(C(CNC(=O)c2ccc(OCc3csc(C)n3)cc2)N2CCCC2)cc1 (configuration not stated)	2	-7
COc1cc(C(=O)N2CC(=O)Nc3ccccc32)cc(OC)c1OC	-8	-5
COc1cc(C(=O)N2CCN(c3cccc(Cl)c3)CC2)ccc1OCC(=O)N1CCOCC1	-10	-8
COc1ncnc2c1ncn2CCCNCCN1CCOCC1	12	3
COc1cc(-c2nnc(NC(=O)CS(=O)(=O)c3ccc(Cl)cc3)o2)cc(OC)c1OC	11	-5
CCCCCC(=O)N1C[C@H](O)[C@@H](n2cc(COC(=O)c3ccccc3)nn2)C[C@@H]1c1ccc(OC)cc1	1	-8
COc1ccccc1CNC(=O)C[C@@H]1C[C@H]2c3cc(NC(=O)c4ccc5c(c4)OCO5)ccc3O[C@H]2[C@@H](CO)O1	17	-6
COc1ccc(/C=C(/NC(=O)c2ccco2)C(=O)NCc2ccco2)cc1	12	-9
